Screening data from PubChem.
AID inhibitor = activation induced cytidine deaminase inhibition | Q9GZX7 | AID deamination FRET fluorescence, UDG-coupled, 4 h | Potency, µM (top dose mostly 115 µM), inactives show top-dose activity change, negative = inhibition, hits mostly inhibitors | 91,000 tested, 0.32% active; further: nearly all actives have a fitted effect of over 25% in size
Target sequence (Q9GZX7 whole entry, looked up): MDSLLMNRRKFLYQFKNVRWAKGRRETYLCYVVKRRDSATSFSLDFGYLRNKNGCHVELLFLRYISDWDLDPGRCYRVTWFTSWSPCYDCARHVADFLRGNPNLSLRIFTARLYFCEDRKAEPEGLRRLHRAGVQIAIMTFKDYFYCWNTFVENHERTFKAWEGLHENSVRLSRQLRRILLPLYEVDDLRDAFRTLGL
UDG counter = counter-screen for AID inhibitors: uracil-DNA glycosylase inhibition; Potency, µM (highest dose often 115 µM), without a hit: top-dose activity change, negative = inhibition, most hits filed as inhibitors; 91,000 tested, 0.14% active; FRET deamination/UDG coupled assay, UDG read, 4 h; further: nearly all actives have a fitted effect of over 65% in size
Active calls of the source: *; ? = inconclusive; & = joins results of further samples; [ ] = another dose, or the depositor's remark. The call rests on the fitted dose curve; in most records, active means well fitted curve in the direction sought with a large enough effect; inconclusive means small, poorly fitted or top-dose-only effect, or another doubt; inactive means no such curve, though single readings can be large; an effect the other way counts as inactive or inconclusive. On the % scale 0 is the no-effect control and ±100 the full control effect; potency means the concentration at half of the fitted maximal effect. An excerpt. The share of hits here may be higher or lower than overall.

SMILES	AID inhibitor	UDG counter
Cc1ccccc1CN1c2ccccc2S(=O)(=O)c2ccccc21	-12%	0%
CCCCNC(=O)CCCn1c(=O)c2ccccc2n(Cc2ccc(Cl)cc2)c1=O	-1%	2%
CC(=O)N/N=C/c1cc(Cl)ccc1OCCOCCOc1ccc(C)cc1	2%	0%
CCOC(=O)c1c(NC(=O)COc2cc(C)ccc2C(C)C)sc2c1CCCC2	-1%	-21%
CCOc1ccccc1-n1c(N)c(C(=O)OC)c2nc3ccccc3nc21	61%[activator]	-11%
Cc1ccc(CN(Cc2ccco2)C(=O)COc2cccc(C)c2C)o1	40µM*	-8%[57.5 µM]
N#C/C(=C/c1cc2ccccc2o1)c1nc2ccccc2[nH]1	0%	-10%
COC(=O)c1ccccc1NC(=O)CSc1n[nH]c(C)n1	12%	-7%
CCc1ccccc1NCc1nnc2n1CCCCC2	7%	1%
Cc1ccc(N(CC(=O)Nc2ccc(Br)cc2)S(=O)(=O)c2cccs2)cc1	-1%	-1%
CCn1c2ccccc2c2cc(NC(=O)COc3cccc(C)c3)ccc21	21%	-19%
Cc1ccc(Cl)cc1N1CCN(C(=O)CCSCc2ccccc2F)CC1	-14%	-10%[57.5 µM]
Cc1ccc(NC(=O)CN2C(=O)CSc3ccc(S(=O)(=O)N4CCCC4)cc32)c(C)c1	-6%	6%[57.5 µM]
COc1ccc(-c2cc(C(=O)Oc3cccc(C)c3)c3ccccc3n2)cc1	8%	2%
CC(=O)Nc1cccc(NC(=O)COC(=O)c2ccccc2OCc2cccc(Br)c2)c1	3%	8%
Cc1ccc(CNC(=O)CCS(=O)(=O)c2cc3c(cc2Cl)NC(=O)CO3)cc1	31%[activator]	8%
Cc1cccc(CSCCNC(=O)C2CCN(S(=O)(=O)Cc3ccccc3)CC2)c1	-8%	0%
CCCCCCn1c(/C=C/c2ccccc2)nc2ccccc21	?	-17%
O=C(c1ccccc1)C1CCN(C(=O)c2ccc(C(F)(F)F)nc2)CC1	-3%	-5%
CC(C)CC(=O)NCCCN1CCCC1	-2%	-8%

Sorted by value in AID inhibitor (lowest first): three of the compounds above.
smiles,AID inhibitor
O=C(c1ccccc1)C1CCN(C(=O)c2ccc(C(F)(F)F)nc2)CC1,-3%
CCOC(=O)c1c(NC(=O)COc2cc(C)ccc2C(C)C)sc2c1CCCC2,-1%
COc1ccc(-c2cc(C(=O)Oc3cccc(C)c3)c3ccccc3n2)cc1,8%

(more compounds)
SMILES	AID inhibitor	UDG counter
O=C(/C=C/Nc1ccccc1F)C(F)(F)F	3%	3%
COc1ccc(/C=C(/C#N)C(=O)c2c[nH]c3cccc(C)c23)cc1	-3%	0%
Cc1c(CCC(=O)NCc2ccc3c(c2)OCO3)c(=O)oc2cc(O)ccc12	-2%	-2%
O=C(/C=C/N1CCC(Cc2ccccc2)CC1)C(F)(F)F	-7%	-10%
CCOc1ccc(-c2cc3nc(C4CCN(C(=O)OC(C)(C)C)CC4)c(C(=O)Nc4ccc(C)cc4C)cn3n2)cc1	?	-26%
O=C(/C=C/c1ccccc1Cl)NNC(=O)C1CCCCC1	-10%	-10%
Cc1ccc(C)c(S(=O)(=O)N2CCN(CC(=O)NC(=O)NC(C)(C)C)CC2)c1	-4%	6%
Cc1cc(C)n(-c2nnc(Nc3ccc(C)c(C)c3)c3ccccc23)n1	?	-18%
CN(C(=O)Cn1cnc2onc(-c3ccc(F)cc3)c2c1=O)c1ccccc1Cl	-8%	-1%
CCc1ccc2oc(=O)cc(CN3CCN(c4ccc(F)cc4)CC3)c2c1	2%	0%
CCC(=O)Oc1ccc2c(=O)c(Oc3cccc(OC)c3)c(C(F)(F)F)oc2c1	-5%	2%
CCc1ccc(C(=O)N2CCN(CCc3ccccc3)CC2)cc1	5%	5%
CCOc1ccc(C(=O)Nc2cccc(NC(=O)c3ccco3)c2)cc1Cl	2%	-2%
COCCCNC(=O)c1ccc(-n2c(-c3ccccc3)cc3c2CCCCC3)cc1	7%	1%
CCNC(=O)NC(=O)CN(C)c1ccccc1F	-1%	-1%
COc1ccc(C2c3c(-c4ccc(F)cc4)n[nH]c3C(=O)N2c2ccccc2)cc1OC (configuration not stated)	-9%[57.5 µM]	0%[57.5 µM]
CC(=O)N1c2ccc(S(=O)(=O)N3CCC(C(=O)Nc4cccc(Cl)c4C)CC3)cc2CC1C (configuration not stated)	-9%	-5%
CCOC(=O)C1CCN(C(=O)CSc2nnc(-c3ccc(C)cc3)n2N)CC1	-6%	-2%
CSc1cccc(NC(=O)CN(c2ccccc2)S(=O)(=O)N(C)C)c1	15%	10%
O=C(/C=C/Sc1ccccc1)c1ccc(Br)cc1	?	-10%

By substructure: the compounds so far containing a tert-butyl group (two)
SMILES	AID inhibitor	UDG counter
CCOc1ccc(-c2cc3nc(C4CCN(C(=O)OC(C)(C)C)CC4)c(C(=O)Nc4ccc(C)cc4C)cn3n2)cc1	?	-26%
Cc1ccc(C)c(S(=O)(=O)N2CCN(CC(=O)NC(=O)NC(C)(C)C)CC2)c1	-4%	6%

Looked up one by one from above (5):
SMILES	AID inhibitor	UDG counter
COc1ccc(/C=C(/C#N)C(=O)c2c[nH]c3cccc(C)c23)cc1	-3%	0%
CSc1cccc(NC(=O)CN(c2ccccc2)S(=O)(=O)N(C)C)c1	15%	10%
O=C(/C=C/Nc1ccccc1F)C(F)(F)F	3%	3%
CCC(=O)Oc1ccc2c(=O)c(Oc3cccc(OC)c3)c(C(F)(F)F)oc2c1	-5%	2%
COCCCNC(=O)c1ccc(-n2c(-c3ccccc3)cc3c2CCCCC3)cc1	7%	1%

Continued:
SMILES	AID inhibitor	UDG counter
O=C(O)CNC(=O)c1ccc(NS(=O)(=O)c2cccc(Cl)c2)cc1	2%	-4%
CCOC(=O)c1cnc2c(cnn2CC)c1NN=C(C)C	2%	-12%
Cc1nn2c(=O)cc(COC(=O)c3ccccc3NC(=O)C(C)C)nc2s1	-12%&6%	-2%&2%
N#Cc1ccc(CCC(=O)NCc2cccc(F)c2)cc1	1%	4%
CC(=O)c1cccc(NC(=O)COC(=O)CNC(=O)CC23CC4CC(CC(C4)C2)C3)c1	-7%	-2%
CC(Sc1nnc2c(Cl)cc(C(F)(F)F)cn12)C(=O)c1ccc(C(C)(C)C)cc1 (configuration not stated)	-6%	0%
Fc1ccccc1CNC(=S)NCc1ccccc1	-13%	-13%
CCCc1cc(=O)oc2cc(C)cc(OCC(=O)NCCCN3CCOCC3)c12	2%	-1%
COC(=O)c1[nH]c(C)c(/C(O)=C2\C(=O)C(=O)N(CCCn3ccnc3)C2c2cccc(OC)c2)c1C (configuration not stated)	-1%	6%
O=C(Cn1cc(C(=O)C(F)(F)F)c2ccccc21)N1CCCCCC1	8%	-6%
CC(C)C(C)NC(=O)COc1ncnc2ccccc12 (configuration not stated)	-9%	-1%
CCOc1ccccc1NC(=O)CSc1c2c(nc3ccc(Cl)cc13)CCCC2	?	-1%[57.5 µM]
CC(C)NC(=O)CC1(C(=O)NCc2ccccc2)CCCC1	2%	9%
N#CCSc1nnc(-c2ccccc2F)n1-c1ccccc1	-4%	1%
CCOC(=O)Cc1ccc(NC(=O)Nc2nnc(N(CC(C)C)CC(C)C)s2)cc1	-1%	-3%
O=S1(=O)C=C(N2CCC3(CC2)OCCO3)c2ccccc21	0%	-3%
Cc1c(Cl)cccc1Nc1nn2c(=O)c3ccc(C(=O)NCCc4ccccc4)cc3nc2s1	?	-20%
CC(=O)Nc1ccc(OC(C)C)cc1	-3%	-1%
COc1cc2[nH]c(=O)n(CCCC(=O)NCc3ccc(Cl)cc3)c(=O)c2cc1OC	4%	-8%
CCCCCCOc1ccc(C2C(=O)N(C3CCCCC3)CC(=O)N2C2CCCCC2)cc1 (configuration not stated)	-4%	-4%

Rewritten field by field: entries from further up
CN(C(=O)Cn1cnc2onc(-c3ccc(F)cc3)c2c1=O)c1ccccc1Cl
- AID inhibitor: -8%
- UDG counter: -1%
CCc1ccc2oc(=O)cc(CN3CCN(c4ccc(F)cc4)CC3)c2c1
- AID inhibitor: 2%
- UDG counter: 0%
CCC(=O)Oc1ccc2c(=O)c(Oc3cccc(OC)c3)c(C(F)(F)F)oc2c1
- AID inhibitor: -5%
- UDG counter: 2%
CCc1ccc(C(=O)N2CCN(CCc3ccccc3)CC2)cc1
- AID inhibitor: 5%
- UDG counter: 5%

Next structures follow:
SMILES	AID inhibitor	UDG counter
COC(=O)c1cc(OC(=O)c2ccncc2)cc(C(=O)OC)c1	-1%	-2%
COc1ccccc1N1CCN(CCCCNS(=O)(=O)c2cccc3c(N(C)C)cccc23)CC1	?	-22%
CCOC(=O)CC1(N)CCCCC1	8%	2%
CC(C)Oc1ccc(Br)cc1/C=N/O	-1%	-4%
c1ccc(NCc2cccs2)cc1	-8%	-8%
COc1cccc2c1OC1OC2Oc2c(OC)cccc21	5%	7%
O=c1oc2ccc(Cl)cc2cc1S(=O)(=O)N1CCCCC1	1%	4%
CCOC(=O)c1ccc(NC(=O)CSc2nc3c(c(=O)[nH]2)CN(Cc2ccccc2)CC3)cc1	-5%	0%
CCN(CC)c1nc(-c2ccccc2Cl)c2cc(Br)ccc2n1	-11%	-1%
CCc1ccc(-n2c(=O)c3sc4ccccc4c3n(CC(=O)N3CCCC3)c2=O)cc1	4%	-7%
COc1ccc(C)cc1-n1nnc(-c2nc(-c3ccc(C)cc3)no2)c1N	0%	3%
N#CC1=C(N)OC2=C(C1c1ccccc1Cl)S(=O)(=O)N(Cc1ccc(F)cc1)c1ccccc12 (configuration not stated)	-6%	6%
COc1cc(C#N)ccc1OC(=O)CCNC(=O)c1ccc(C(C)(C)C)cc1	-6%	1%
COc1cc(/C=C2\NC(=O)NC2=O)cc(Br)c1OCC(=O)O	8%	6%
Cc1ccc(NC(=O)CCS(=O)(=O)c2ccc3c(c2)oc(=O)n3C)c(Br)c1	32%[activator][57.5 µM]	-2%[57.5 µM]
O=C(Nc1ccc(F)c(Cl)c1)c1cc(S(=O)(=O)N2CCc3ccccc3C2)ccc1F	36%[activator]	-6%
CCC(=O)C1=C(c2ccc(OC)cc2)N(C(=O)CC)n2cnnc2S1	24%	-14%
CCOc1cc(-c2nnc(SCC(=O)NCCCOC)nc2-c2ccc(OC)c(OCC)c2)ccc1OC	0%	4%
CC(CN1CCCCC1)OC(=O)c1ccc(C(C)(C)C)cc1 (configuration not stated)	0%	0%
COc1cccc(CNC(=O)CCCn2nc(C)c3c(C)n(-c4ccc(C)cc4)nc3c2=O)c1OC	1%	-3%
Cc1ccc(C)c(NC(=O)Cn2cc(C(=O)c3cccs3)c3ccccc32)c1	-10%	-5%
CCOC(=O)C1=C(CN2CCN(c3ccc(OC)cc3)CC2)NC(=O)NC1c1ccc(OC)cc1 (configuration not stated)	-18%	-7%
CC(C)Cc1ccc(S(=O)(=O)NCc2nc3cccnc3n2Cc2ccccc2)cc1	25%	0%
Cc1oc(-c2nc(C#N)c(N3CCCCCC3)o2)cc1S(=O)(=O)N1CCOCC1	-1%	5%
Cc1cc(=O)oc2c(C)c(OCc3nn[nH]n3)ccc12	14%	6%
NC(=S)NCc1ccco1	1%	2%
COc1cccc(CNC(=O)C2CCN(c3nn4c(=O)cc(C)nc4s3)CC2)c1	76%[activator]	1%
O=C(NCCc1csc(-c2ccc(C(F)(F)F)cc2)n1)C(=O)Nc1cc(F)ccc1F	3%	3%[57.5 µM]
CCn1cc(C(=O)NCc2ccccc2Cl)c(=O)c2cc(S(=O)(=O)N3CCCCC3)ccc21	12%[57.5 µM]	-2%[57.5 µM]
